# Assay outcomes: PubChem BioAssay, The Scripps Research Institute Molecular Screening Center
# DDE Tn7 FP inh = DD(E)-Tn7 binding inhibition, primary FP screen; P02675; FP displacement of FITC-Tn7 peptide from fibrin DD(E); 0% = median of compound wells per plate; inhibition, % at 8.3 µM; 370,000 compounds, 0.13% hits;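 active = inhibition above the mean of compounds falling within the control limits plus 3 SD of them, cut at about 14% in these data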;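 note: 0% = plate median of compound wells and 100% = 10 µM Aha-Tn7 peptide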
# Target sequence (P02675 whole entry, looked up): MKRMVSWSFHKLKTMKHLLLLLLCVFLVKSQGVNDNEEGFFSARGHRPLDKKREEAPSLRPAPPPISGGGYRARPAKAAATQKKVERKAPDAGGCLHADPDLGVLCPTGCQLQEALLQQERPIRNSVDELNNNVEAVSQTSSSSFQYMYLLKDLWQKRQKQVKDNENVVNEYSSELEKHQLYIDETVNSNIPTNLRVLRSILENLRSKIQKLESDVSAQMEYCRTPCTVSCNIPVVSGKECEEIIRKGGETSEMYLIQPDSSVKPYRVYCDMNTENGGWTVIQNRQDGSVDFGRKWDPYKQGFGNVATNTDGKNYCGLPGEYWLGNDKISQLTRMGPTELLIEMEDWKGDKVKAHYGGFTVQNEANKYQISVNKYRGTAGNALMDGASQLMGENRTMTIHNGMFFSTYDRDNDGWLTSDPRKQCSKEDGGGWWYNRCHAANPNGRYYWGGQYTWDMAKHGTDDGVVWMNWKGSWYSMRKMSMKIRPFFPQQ
#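 Test system: human clot-derived fibrin DD(E) complex / Quantity: 2 µM final DD(E) protein / Incubation: 10 min plus 3 h, room temperature / Measured by: fluorescence polarization / Benchmarks: high control of 10 µM Aha-Tn7 peptide / Replicates: singlicate testing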
# ADAM10 inh = ADAM10 inhibition, QFRET primary screen. recombinant ADAM10, EDANS/DABCYL FRET peptide cleavage, 3 h. inhibition, % at 7 µM. 370,000 compounds, 0.62% hits. AID 720582;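 active = inhibition above a per-campaign cutoff equal to the mean of compounds falling between control-based bounds plus 3 SD, cut at about 20% in these data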;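 note: 0% = DMSO wells while the 100% control is not disclosed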
# Target sequence (O14672 214-748 limits assumed): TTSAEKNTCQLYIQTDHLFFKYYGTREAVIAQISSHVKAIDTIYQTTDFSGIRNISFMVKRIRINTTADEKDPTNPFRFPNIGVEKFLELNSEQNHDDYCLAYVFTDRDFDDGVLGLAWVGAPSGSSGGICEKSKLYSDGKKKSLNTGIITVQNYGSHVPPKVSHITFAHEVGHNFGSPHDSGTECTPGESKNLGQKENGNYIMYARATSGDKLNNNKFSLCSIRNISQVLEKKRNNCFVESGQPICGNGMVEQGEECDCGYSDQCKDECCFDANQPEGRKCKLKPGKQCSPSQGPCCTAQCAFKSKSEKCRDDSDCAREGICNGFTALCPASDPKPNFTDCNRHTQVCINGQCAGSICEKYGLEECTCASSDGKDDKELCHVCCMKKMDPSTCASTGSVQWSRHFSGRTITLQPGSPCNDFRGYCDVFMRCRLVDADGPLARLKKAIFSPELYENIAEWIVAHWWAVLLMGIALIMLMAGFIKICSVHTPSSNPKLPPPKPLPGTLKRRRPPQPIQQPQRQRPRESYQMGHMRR
# SIAE primary = human SIAE inhibition, primary screen; SIAE FP-Rh probe binding, fluorescence polarization; Q9HAT2; 370,000 compounds, 0.69% hits; inhibition, % at 9.66 µM; AID 1053197;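 active = inhibition above a cutoff: mean of compounds within the control limits plus 3 SD of those, cut at about 17% in these data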;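 note: 0% = plate median of compound wells and 100% = probe without SIAE protein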
# DDE Tn6 FP inh = disrupts Tn6 cyclic peptide binding to fibrin D-Dimer-E complex; 370,000 compounds, 0.21% hits; P02675; inhibition, % at 8.3 µM; Fibrin DD(E) TRITC-Tn6 fluorescence polarization displacement;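 active = inhibition above a per-campaign cutoff: mean of compounds within control limits plus 3 SD, cut at about 15% in these data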;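 note: 0% = median of all compound wells on the plate and 100% = blocking peptide control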
# ARFGAP1 inhibitor = inhibits rat ARF GTPase activating protein 1. Q62848. 360,000 compounds, 0.26% hits. inhibition, % at 16.5 µM. Arfgap1-stimulated ARF1 GTP hydrolysis, GDP FP detection;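 active = inhibition above a per-plate limit, mean inhibition of low control wells plus 3 SD, cut at about 25% in these data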;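 note: 0% = DMSO wells with enzyme and 100% = wells lacking Arfgap1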
#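 Replicates: Single well per compound | Assay system: Truncated rat Arfgap1 GAP domain | Control set: No-Arfgap1 wells (100%) versus DMSO full-reaction wells (0%) | Times: Enzyme reaction 120 min at 25 °C after 20 min preincubation | Reagent: Human ARF1(Δ1-17)-GTP substrate | Measured by: Tracer-displacement fluorescence polarization with EDTA stop, 620/688 nm | Measure: Percent inhibition of Arfgap1-stimulated GTP hydrolysis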
# TDP2 absorb = blocks human TDP2 phosphodiesterase activity. O95551. recombinant TDP2, T5PNP hydrolysis, p-nitrophenol absorbance 415 nm. inhibition, % at 12.8 µM. 370,000 compounds, 0.34% hits;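 active = inhibition above the mean of all tested compounds plus 3 SD, set per campaign, cut at about 25% in these data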;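 note: 0% = DMSO with enzyme and 100% = buffer with substrate but no TDP2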
#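 Assay system: Recombinant human TDP2 | Quantity: 120 nM TDP2 per well | Incubation: 2 h at 37 °C | Signal: Epi absorbance | Evaluation: Percent inhibition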
# ADAM17 inh = inhibitors of human ADAM17 | P78536 | 370,000 compounds, 0.83% hits | recombinant ADAM17, EDANS/DABCYL FRET peptide cleavage | AID 720648 | inhibition, % at 6.95 µM;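 active = inhibition above the mean of compounds lying between control limits plus 3 SD, set per campaign, cut at about 8.5% in these data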;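 note: 0% = DMSO-only wells as the low control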
# PLC-beta3 inh = inhibitors of human phospholipase C beta3. inhibition, % at 12.2 µM. Q01970. 370,000 compounds, 0.18% hits. Purified PLC-beta3, fluorogenic substrate, fluorescence. AID 720704; in the data active = inhibition above about 11%;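 note: 0% = median of compound wells on plate and 100% = full blocker control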
# ASAP1 GAP inh = ASAP1 ArfGAP inhibition | Q9ULH1 | ASAP1-stimulated ARF1 GTP hydrolysis, GDP FP detection | inhibition, % at 16.5 µM | 360,000 compounds, 0.19% hits | AID 624377; in the data active = inhibition above about 25%;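 note: 0% = vehicle with enzyme and substrate and 100% = no enzyme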
# PLCg1 inh = PLC-gamma1 (human) inhibition, primary screen; AID 720700; purified PLC-gamma1, fluorogenic substrate, fluorescence; 370,000 compounds, 0.84% hits; P19174; inhibition, % at 12.2 µM; in the data active = inhibition above about 9.5%
# An asterisk follows results filed as active; . = no result given.
cpd	DDE Tn7 FP inh	ADAM10 inh	SIAE primary	DDE Tn6 FP inh	ARFGAP1 inhibitor	TDP2 absorb	ADAM17 inh	PLC-beta3 inh	ASAP1 GAP inh	PLCg1 inh	Molecule
1	7	1	20*	-1	6	8	1	-2	-2	4	CCOC(=O)c1ccccc1NC(=O)COC(=O)CCC(=O)c1ccc(C)cc1
2	2	1	-6	-13	1	-1	0	0	13	1	C#CCNC(=O)C1=C[C@H](c2ccc(Br)cc2)[C@@H](CCCO)[C@H](OCC)O1
3	-2	2	4	-5	14	-4	-2	-1	0	3	C=CCC[C@@H](Cc1ccc(F)cc1)C(=O)O[C@H](CNC(=O)[C@@H](CC=C)CC(=O)N[C@H](CO)Cc1ccccc1)c1ccccc1
4	1	15	-7	-6	12	-16	8	-3	-3	5	CC(=O)N1c2ccccc2N2C(c3c(C)c(C)cc(C)c3C)=NON12
5	-6	-185	-1	1	-11	-16	-65	-19	3	-19	CCCc1cc(=O)oc2cc(OCC(=O)NCc3cccs3)ccc12
6	-3	-5	2	-4	1	-12	0	-1	-3	-1	COc1ccc(-n2c(Cc3cccn3C)nnc2SCC(=O)NCC2CCCO2)cc1 (stereo not drawn)
7	1	-66	-2	-1	2	3	-14	-15	1	-12	CN(C)c1ccc(-c2nn3c(C4CCCCC4)nnc3s2)cc1
8	-5	-6	-2	-9	0	0	-1	-1	-7	-3	COc1ccc(C2C(C(=O)OC(C)C)=C(C)N=c3s/c(=C\c4cccs4)c(=O)n32)cc1 (stereo not drawn)
9	1	14	3	3	-3	-22	4	10	8	7	CN(C)c1ccc(C(=O)OCC(=O)NCC2CCCO2)cc1 (stereo not drawn)
10	1	-49	-1	-4	0	6	-20	-316	13	-272	COc1ccc(-c2cc(C(=O)N3CCN(c4ncccn4)CC3)c3ccccc3n2)c(OC)c1
11	1	13	3	8	-6	-8	6	2	-2	1	N#CCC1c2ccccc2CCN1C(=O)Nc1cccc(C(F)(F)F)c1 (stereo not drawn)
12	0	2	4	3	0	-1	-3	-2	5	-1	O=C(COC(=O)c1c(Cl)ccc(Cl)c1Cl)NC1CCS(=O)(=O)C1 (stereo not drawn)
13	-7	2	0	-3	5	6	-3	0	6	-1	Cc1ccc(CNC(=O)C(C)OC(=O)c2cccs2)cc1 (stereo not drawn)
14	0	1	-1	4	5	0	4	0	8	1	CCCc1nnc(SCC(=O)N2CCCC(C)C2)n1CCOC (stereo not drawn)
15	4	-2	-1	1	.	-6	-3	1	.	-1	Cc1ccc(-c2nnc(NC(=O)COc3ccc(F)cc3Cl)o2)cc1C
16	2	-23	1	2	-4	7	-10	-10	18	-6	CCOP(=O)(OCC)c1nc(-c2ccc(Cl)cc2Cl)oc1N1CCOCC1
17	-1	1	-8	2	-5	-9	1	5	1	2	CCOC(=O)c1c(C)nc2c(c1-c1ccccc1)C(=O)c1ccccc1-2
18	1	4	2	-5	-11	-6	1	-7	-1	2	CC1(C)Cc2cccc(C(=O)Nc3ccc(F)cc3F)c2O1
19	6	-6	3	11	11	-12	0	-6	14	0	O=C(CN1CCN(c2ccc(F)cc2)CC1)c1ccc(O)cc1O
20	-2	-4	0	-8	-9	-20	0	-8	7	-1	N#Cc1ccc(Cn2c(=O)oc3ccccc32)cc1
21	-5	1	3	-3	-2	2	-1	2	7	2	O=C(COC(=O)c1ccc(S(=O)(=O)Nc2ccccc2)cc1)NCCN1C(=O)CSC1=O
22	0	-1	7	6	2	2	-1	-1	14	4	O=C(Nc1cccc2[nH]c([C@H]3C[C@H](O)[C@@H](CO)O3)nc12)NC(c1ccccc1)c1ccccc1
23	-8	9	-10	-10	4	-14	0	3	3	2	CN(CCOc1ccccc1)C(=O)c1ccc(Cl)c(S(=O)(=O)N2CCCCC2)c1
24	3	-3	0	-1	1	5	-5	-3	0	-1	Cc1cccc2sc(N(CCN(C)C)C(=O)c3cc(Cl)sc3Cl)nc12

# In another format: entries from further up.
No.	Compound	DDE Tn7 FP inh	ADAM10 inh	SIAE primary	DDE Tn6 FP inh	ARFGAP1 inhibitor	TDP2 absorb	ADAM17 inh	PLC-beta3 inh	ASAP1 GAP inh	PLCg1 inh
19	O=C(CN1CCN(c2ccc(F)cc2)CC1)c1ccc(O)cc1O	6	-6	3	11	11	-12	0	-6	14	0
20	N#Cc1ccc(Cn2c(=O)oc3ccccc32)cc1	-2	-4	0	-8	-9	-20	0	-8	7	-1
21	O=C(COC(=O)c1ccc(S(=O)(=O)Nc2ccccc2)cc1)NCCN1C(=O)CSC1=O	-5	1	3	-3	-2	2	-1	2	7	2
22	O=C(Nc1cccc2[nH]c([C@H]3C[C@H](O)[C@@H](CO)O3)nc12)NC(c1ccccc1)c1ccccc1	0	-1	7	6	2	2	-1	-1	14	4
23	CN(CCOc1ccccc1)C(=O)c1ccc(Cl)c(S(=O)(=O)N2CCCCC2)c1	-8	9	-10	-10	4	-14	0	3	3	2

# Next section
cpd	DDE Tn7 FP inh	ADAM10 inh	SIAE primary	DDE Tn6 FP inh	ARFGAP1 inhibitor	TDP2 absorb	ADAM17 inh	PLC-beta3 inh	ASAP1 GAP inh	PLCg1 inh	Molecule
25	-8	0	4	-4	-7	14	3	-1	2	0	Cc1ccc(S(=O)(=O)NC2=NCN(C)CN2)cc1[N+](=O)[O-]
26	7	0	-1	1	-9	-7	6	-7	-5	-7	OC(c1ccccc1)c1nc(/C=C/c2ccc(C(F)(F)F)cc2)cs1 (stereo not drawn)
27	-6	-11	-2	-1	7	-1	1	1	8	0	O=C(NCc1ccccc1)c1ccc(Cl)c(NC2=NC3CS(=O)(=O)CC3S2)c1 (stereo not drawn)
28	1	-6	1	1	1	7	-3	-1	-1	-1	CCNS(=O)(=O)c1ccc(CCC(=O)O)cc1
29	-6	4	-2	-7	11	13	-1	-1	-2	-1	O=C(CSc1c2c(nc3ccccc13)CCCC2)NCc1ccco1
30	-3	-6	1	-4	1	-3	1	-2	19	-3	Nc1[nH]c(N=NC(=O)c2ccc(Cl)cc2)c2ccccc12
31	8	2	3	-3	-2	1	-3	-2	-14	0	CCCNC(=O)CC(NS(=O)(=O)c1ccc(Cl)cc1)c1ccco1 (stereo not drawn)
32	0	3	12	0	17	18	1	-3	16	3	Cc1ccc2nc(SCC(=O)NCc3ccc(S(N)(=O)=O)cc3)[nH]c2c1
33	-1	-17	-1	5	-1	6	-9	-7	-2	-6	CC(=O)N1N=C(c2ccc(C)o2)CC1c1cccc(F)c1 (stereo not drawn)
34	8	-3	3	-1	-2	0	-1	1	0	0	Cc1c(Br)c([N+](=O)[O-])nn1C(C)C(=O)NCc1ccco1 (stereo not drawn)
35	-3	2	-1	-5	5	2	-3	-6	2	6	CC(C)Cn1c(CCNC(=O)c2ccco2)nc2ccccc21
36	-3	-8	-5	8	-6	-5	2	-15	-6	-9	O=C(O)[C@H]1CC=C[C@H]2CCN(Cc3ccc(Cl)c(Cl)c3)C(=O)[C@@H]12
37	-1	-1	6	-7	1	-10	0	3	-11	3	CSc1ncnc2c1ncn2CCCNCc1ccccn1
38	-12	5	-1	-9	11	-5	0	-2	4	-1	COc1ccc(S(=O)(=O)c2cnc3ccccc3n2)cc1
39	0	8	-4	3	-12	4	3	-2	0	2	COc1ccc(-c2noc(C3CCCN(C(=O)c4ccc(F)cc4)C3)n2)cc1 (stereo not drawn)
40	4	2	-5	-1	-10	-13	-1	-10	-9	1	CSc1ccccc1OCc1cc(C(=O)N(C)C2CCCc3ccccc32)no1 (stereo not drawn)
41	7	-2	0	-5	-1	-1	-5	0	-5	-2	Cc1cc(C(=O)N(C)C)sc1-c1ccccc1
42	-3	-1	-3	-2	14	-9	-4	2	13	3	N#CCCOC1(C#CCN2CCCC2)CCCCC1
43	1	-5	5	-4	2	8	-7	-7	-21	-9	Cc1cc(C)c2[nH]c(=O)c(C(c3nnnn3Cc3ccc4c(c3)OCO4)N3CCC(C)CC3)cc2c1 (stereo not drawn)
44	5	4	2	0	-8	-5	-2	5	0	2	COc1cccc(-n2cnnn2)c1
45	-2	6	10	-5	3	-1	1	1	4	4	COC(=O)CCCC(=O)Nc1ccc(Cl)c(Cl)c1
46	3	-6	-6	5	5	-17	-2	-12	-4	0	CN(C)C(=O)c1ccc(NS(=O)(=O)c2ccc3c(c2)OCCO3)cc1
47	0	-5	3	-3	3	4	-2	1	-4	-2	COC(=O)[C@@]1(Cc2ccccc2)[C@H]2C(=O)N(C)C(=O)[C@H]2[C@H]2CN=C(SCc3ccc(C)cc3)N21
48	0	-5	-5	6	10	-6	-1	0	-5	5	COCCCNC(=S)N1CCN(S(=O)(=O)c2ccc(OC)cc2)CC1
49	7	0	6	8	-12	18	-2	-5	17	7	Cc1ccc(C(=O)N2CCCCC2)cc1S(=O)(=O)N1CCCC1
50	1	-17	1	-4	-3	10	-5	-7	1	1	Cc1ccccc1Nc1nc(N)nc(COC(=O)c2ccc([N+](=O)[O-])o2)n1
51	3	-9	1	1	5	-9	-1	-3	-10	2	c1ccc(C(c2nnnn2Cc2ccco2)N2CCN(C3CCCC3)CC2)cc1 (stereo not drawn)
52	5	2	2	2	-3	6	-2	2	3	1	CC1CCN(c2c(NCC3CCC(C(=O)Nc4ccccn4)CC3)c(=O)c2=O)CC1 (stereo not drawn)
53	0	-6	-1	8	-10	6	0	-5	15	2	CC(=O)N1CCc2cc(Br)cc(S(=O)(=O)N3CCCCC3)c21
54	3	1	3	-5	-4	-3	0	4	7	-1	CCCCN1C(=O)CN(CCc2ccccc2)C(=O)C1c1ccc(OC)cc1 (stereo not drawn)
55	-3	15	-6	3	.	-4	4	2	.	1	COC(=O)[C@]12C[C@H](CC(=O)NCC34CC5CC(CC(C5)C3)C4)C(=O)N(Cc3ccco3)C1=C[C@H](C(C)(C)C)O[C@@H]2C
56	6	0	0	-10	0	-5	0	0	-1	-1	O=C(Nc1ccc(C(O)c2ccccc2)cc1)[C@H]1C[C@H](O)[C@@H](CO)O1 (stereo partly drawn)
57	11	-8	-3	11	10	1	-5	0	-16	0	CC12COC3(C(=O)Nc4ccccc4)CC1CCC32C (stereo not drawn)
58	-3	3	2	0	30*	-11	1	3	-14	0	CC(C)C[C@H]1CN(CCCC[C@H]2CNC(=O)C(=O)N2CC2CCCCC2)C(=O)C(=O)N1CCc1ccccc1
59	-4	-4	-5	-2	-8	0	-5	-5	3	-2	Cc1ccc(-c2n[nH]c(S(C)(=O)=O)c2C#N)cc1
60	0	-8	6	0	-12	6	-1	-2	-3	-2	CCCCCCNC(=O)CCNS(=O)(=O)c1ccc(C)cc1
61	-4	-3	-9	1	11	-1	-4	-6	1	-1	COc1ccc(C(=O)Nc2cccc(C(=O)NCc3ccco3)c2)cc1
62	-6	-11	1	-7	0	-10	-4	-12	-2	-13	Cc1cc(C(=O)NN=C2CC(=O)CC(C)(C)C2)c(C)o1
63	-2	-3	0	-8	6	8	-5	0	-3	-1	CCOC(=O)C1C(=O)CC(C)(O)C(C(=O)OCC)C1c1cccs1 (stereo not drawn)
